Source: PubChem BioAssay
JMJD2A Tudor: qHTS Assay for Inhibitors of JMJD2A-Tudor Domain | Potency, µM (doses to about 114 µM), for inactives: at the highest dose activity change, negative = inhibition, hits mostly inhibitors | AID 504339, 2011 | AlphaScreen JMJD2A-Tudor / H3K4me3 peptide binding | 4.4% of 390,000 active; note: % is set by controls: 0 for no effect and ±100 for the full control effect; nearly all actives have a fitted effect of over 50% in size
G9a block: qHTS Assay for Inhibitors of Histone Lysine Methyltransferase G9a. G9a H3K9 monomethylation, AlphaScreen, 2 h. Potency, µM (doses to about 102 µM), inactives show top-dose activity, negative = inhibition, hits mostly inhibitors. 8.8% of 350,000 active. Histone-lysine N-methyltransferase EHMT2 (Homo sapiens), Q96KQ7; note: % is set by controls: 0 for no effect and ±100 for the full control effect; nearly all actives have a fitted effect of over 75% in size
Target sequence (Q96KQ7 913-1193 limits assumed): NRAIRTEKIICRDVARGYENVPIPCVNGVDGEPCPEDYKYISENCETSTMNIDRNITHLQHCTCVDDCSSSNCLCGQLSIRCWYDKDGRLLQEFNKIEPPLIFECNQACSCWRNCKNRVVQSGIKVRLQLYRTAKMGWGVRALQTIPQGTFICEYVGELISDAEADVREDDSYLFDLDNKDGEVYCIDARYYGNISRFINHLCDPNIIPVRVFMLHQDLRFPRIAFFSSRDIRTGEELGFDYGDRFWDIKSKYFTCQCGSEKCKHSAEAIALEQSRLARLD
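AlphaScreen detection with an anti-monomethyl H3K9 antibody quantified product after a 2 h room-temperature reaction containing 500 nM biotinylated H3K9 peptide, 20 µM SAM and 20 nM enzyme, which had been preincubated 15 min with compound.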
BAZ2B inh: qHTS Assay for Inhibitors of BAZ2B; Potency, µM (top dose mostly 114 µM), inactives show top-dose activity change, negative = inhibition, usual class: inhibitors; Bromodomain adjacent to zinc finger domain protein 2B (Homo sapiens), Q9UIF8; 4.4% of 360,000 active; AlphaScreen BAZ2B-H3K14Ac peptide displacement; AID 504333, 2011; note: % is set by controls: 0 for no effect and ±100 for the full control effect; nearly all actives have a fitted effect of over 60% in size
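BAZ2B (50 nM) with biotin-H3(5-23)K14Ac peptide (50 nM) in PBS pH 7.4, 0.01% Tween-20, preformed 30 min, then compound 30 min at room temperature; top concentration 110uM. AlphaScreen streptavidin donor/nickel chelate acceptor beads (10 ug/mL final), 20 min dark, signal read.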
Pol iota inh: qHTS for Inhibitors of Polymerase Iota | DNA polymerase iota (Homo sapiens), Q9UNA4 | Pol iota fluorescent replication assay, 10 min | 1% of 390,000 active | Potency, µM (highest dose often 115 µM), inactives show at the highest dose activity, negative = inhibition, hits mostly inhibitors
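Pol iota at 10 nM preincubated 15 min with compounds at room temperature; reaction started with fluorescent substrate, 50 nM final. Fluorescence read kinetically at 0 and 10 min; buffer-only wells as negative control.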
Pol kappa inh: qHTS for Inhibitors of Polymerase Kappa; Potency, µM (top dose mostly 107 µM), for the others: at the top dose activity, negative = inhibition, hits mostly inhibitors; purified Pol kappa, fluorescent DNA synthesis assay, 10 min; DNA polymerase kappa (Homo sapiens), Q9UBT6; AID 588579, 2011; 0.53% of 400,000 active; note: % is set by controls: 0 for no effect and ±100 for the full control effect
Target sequence (Q9UBT6 whole entry, looked up): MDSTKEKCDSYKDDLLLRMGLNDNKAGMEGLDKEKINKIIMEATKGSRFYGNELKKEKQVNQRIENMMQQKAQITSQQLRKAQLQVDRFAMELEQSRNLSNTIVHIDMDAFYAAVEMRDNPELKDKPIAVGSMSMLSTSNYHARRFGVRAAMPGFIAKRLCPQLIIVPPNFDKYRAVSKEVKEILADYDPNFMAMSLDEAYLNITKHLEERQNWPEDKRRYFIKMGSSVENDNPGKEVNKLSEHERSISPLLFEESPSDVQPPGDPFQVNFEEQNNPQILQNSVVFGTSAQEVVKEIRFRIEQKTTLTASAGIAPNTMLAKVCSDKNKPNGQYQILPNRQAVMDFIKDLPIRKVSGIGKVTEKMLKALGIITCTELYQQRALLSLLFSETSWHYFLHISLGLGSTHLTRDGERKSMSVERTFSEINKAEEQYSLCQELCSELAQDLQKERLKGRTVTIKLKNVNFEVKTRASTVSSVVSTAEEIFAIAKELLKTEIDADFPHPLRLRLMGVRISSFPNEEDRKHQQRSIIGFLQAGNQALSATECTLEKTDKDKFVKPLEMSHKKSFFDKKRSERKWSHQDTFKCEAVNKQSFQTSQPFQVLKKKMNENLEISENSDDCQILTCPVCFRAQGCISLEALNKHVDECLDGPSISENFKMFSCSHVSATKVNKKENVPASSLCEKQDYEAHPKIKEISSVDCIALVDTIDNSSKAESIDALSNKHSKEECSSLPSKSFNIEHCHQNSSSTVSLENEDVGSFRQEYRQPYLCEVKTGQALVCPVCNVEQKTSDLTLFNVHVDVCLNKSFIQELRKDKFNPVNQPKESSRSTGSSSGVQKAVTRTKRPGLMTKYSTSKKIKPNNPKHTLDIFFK
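Enzyme at 10 nM met test compounds for 15 min at room temperature. Substrate addition (50 nM final) began the reaction, which was monitored by fluorescence at 0 and 10 min.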
POLB inh: qHTS Assay for Inhibitors of DNA Polymerase Beta; P06746; Pol beta primer extension/strand displacement, fluorescence kinetic; Potency, µM (titrated, usually from 114 µM), for the others: at the top dose activity change, negative = inhibition, hits mostly inhibitors; 1.3% of 340,000 active; AID 485314, 2010; note: % is set by controls: 0 for no effect and ±100 for the full control effect
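Homogeneous kinetic assay of primer extension and strand displacement by 10 nM Pol beta, preincubated 15 min at room temperature with compound before 50 nM substrate (final) was added. Read at 0 and 10 min; four-parameter Hill fit.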
POLH inh: qHTS for Inhibitors of Polymerase Eta; recombinant Pol eta, fluorescent DNA replication assay; Potency, µM (titrated, usually from 114 µM), for the others: top-dose activity change, negative = inhibition, most hits filed as inhibitors; 1.2% of 390,000 active; AID 588591, 2011; note: % is set by controls: 0 for no effect and ±100 for the full control effect
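Fluorescent replication assay: 50 nM final substrate added after a 15 min room-temperature compound preincubation with 10 nM enzyme. Signal taken at 0 min and again at 10 min.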
APE1 inh: qHTS Assay for Inhibitors of the Human Apurinic/apyrimidinic Endonuclease 1 (APE1); DNA repair nuclease/redox regulator APEX1 (Homo sapiens), P27695; recombinant APE1, TAMRA/BHQ-2 abasic DNA cleavage fluorescence; Potency, µM (series often up to 65.8 µM), inactives show top-dose activity change, negative = inhibition, actives largely listed as inhibitors; 0.35% of 350,000 active; AID 2517, 2012;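 note: plate controls were vehicle for no effect and reference inhibitor for full effect; nearly all actives have a fitted effect of over 55% in size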
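Measures dequenching upon AP-site incision of a 5'-TAMRA/3'-BHQ-2 THF-containing duplex, 50 nM; human APE1 0.75 nM after 15 min room-temperature exposure to compound; kinetic three-point read at one-minute spacing.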
BLM inh: qHTS Assay for Inhibitors of Bloom's syndrome helicase (BLM). RecQ-like DNA helicase BLM (Homo sapiens), P54132. recombinant BLM DNA unwinding, fluorescence dequenching. Potency, µM (highest dose often 56.1 µM), for the others: top-dose activity change, negative = inhibition, hits mostly inhibitors. 0.2% of 350,000 active;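 note: plate controls were vehicle for no effect and no enzyme for full effect; nearly all actives have a fitted effect of over 35% in size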
* hit, by the source's call; ? = inconclusive; nt = not tested or not shown; [ ] = remark or other dose. Calls come from the whole dose curve; as a rule, active = well fitted curve in the direction sought with a large enough effect; inconclusive = small, poorly fitted or top-dose-only effect, or another doubt; inactive = no such curve, though single readings can be large; an effect the other way counts as inactive or inconclusive. Potency is the fitted concentration of half-maximal effect. Some of the compounds tested. The share of hits here may be higher or lower than overall.

Keys – A = JMJD2A Tudor; B = G9a block; C = BAZ2B inh; D = Pol iota inh; E = Pol kappa inh; F = POLB inh; G = POLH inh; H = APE1 inh; I = BLM inh
COC(=O)c1ccc(Nc2nc(N3CCOCC3)nc(N3CCOCC3)n2)cc1
  A = ? | B = ? | C = -23% | D = 14% | E = -1% | F = 6% | G = -14% | H = 9% | I = 1%

CSc1ccc(NC(N)=S)cc1
  A = -5% | B = -25% | C = -25% | D = 13% | E = 7% | F = 0% | G = -5% | H = -7% | I = -2%

CCOC(=O)c1ccc(NC(=S)NNC(=O)C2(C)CC2(Cl)Cl)cc1 (stereo unspecified)
  A = -18% | B = 10µM* | C = 11% | D = 13% | E = -9% | F = 28% | G = -10% | H = 2% | I = 3%

COC(=O)c1ccc(N2NC(=O)/C(=C/c3cc(OC)c(O)c(OC)c3)C2=O)cc1
  A = ? | B = 2.8µM* | C = 45µM* | D = ? | E = -3% | F = -23% | G = -22% | H = 22% | I = 0%

O=C1NC(=S)S/C1=C\c1cc2ccccc2nc1N1CCCCC1
  A = 45µM* | B = -28% | C = -33% | D = -9% | E = -4% | F = ? | G = 40µM* | H = -3% | I = -4%

COc1ccc(Nc2ncc(C(=O)Nc3cccc(OC)c3)c3ccccc23)cc1
  A = -22% | B = 1%[59 µM] | C = -8% | D = 8% | E = 1% | F = -14% | G = -17% | H = nt | I = -7%

COc1ccc2c(c1)cc1c(=O)n(CC(=O)NC3CC3)nc(C)n12
  A = 8% | B = 8%[59 µM] | C = 1% | D = 9% | E = 7% | F = 43% | G = 6% | H = nt | I = 0%

CN(C)CCNC(=O)/C(=C/c1ccc(-c2ccc(Cl)cc2)o1)NC(=O)c1ccccc1
  A = -33% | B = ? | C = -32% | D = 21% | E = -3% | F = -14% | G = -17% | H = 3% | I = 39%[activator]

COc1cc(/C=N/OCC(=O)NC2CCCCC2)ccc1OCc1ccccc1
  A = -10% | B = -11%[59 µM] | C = 1% | D = 25% | E = -5% | F = 4% | G = -1% | H = -2% | I = 5%

Cc1ccc(-n2c(=O)c3c4c(sc3n(Cc3cc(=O)n5cc(Cl)ccc5n3)c2=O)CCC4)cc1C
  A = -20% | B = 6%[59 µM] | C = 2% | D = -10% | E = -15% | F = 5% | G = 0% | H = nt | I = -5%

Cc1c(C(=O)N2CCN(C(=O)c3ccco3)CC2)sc2nc(-c3ccc(F)cc3)cn12
  A = -22% | B = 40µM* | C = -21% | D = 14% | E = 9% | F = -12% | G = -15% | H = 1% | I = 0%

CC1=C(C#N)c2nc(N)c(C#N)c(C)c2/C1=C\c1ccc(-c2ccccc2C(=O)O)o1
  A = 35µM* | B = 7.9µM* | C = 13µM* | D = ? | E = 22µM* | F = 10µM* | G = 7.9µM* | H = 25µM* | I = -9%

O=C(NC(=S)Nc1cccc(C(F)(F)F)c1)c1csnn1
  A = -10% | B = nt | C = -15% | D = ? | E = -10% | F = 6% | G = -22% | H = 12% | I = -7%

OC(COc1ccc(F)cc1)CN1CCN(CC(O)COc2ccc(F)cc2)CC1 (stereo unspecified)
  A = -11% | B = 14% | C = 1% | D = 14% | E = 2% | F = 5% | G = -19% | H = 56%[activator] | I = -4%

Cc1cc(C(=O)OCC(N)=O)c(C)n1-c1ccccc1
  A = ? | B = 0% | C = -18% | D = 130%[activator] | E = 5% | F = -16% | G = 6% | H = 2% | I = -6%

CC(C)Cc1nc2ccccc2n1CCc1ccccc1
  A = 8% | B = -12% | C = 7% | D = 63%[activator] | E = -4% | F = 6% | G = -29% | H = -9% | I = 3%

Cc1nc2ccc(S(=O)(=O)CCC(=O)Nc3ccccc3C)cc2s1
  A = 12% | B = -6%[59 µM] | C = -6% | D = -13% | E = ? | F = -34% | G = 5% | H = nt | I = -1%

O=C(/C(=C/c1cccnc1)n1ccnc1)c1ccc(Cl)cc1Cl
  A = -17% | B = -32% | C = ? | D = ? | E = 4% | F = -2% | G = -5% | H = 1% | I = -3%

CC(C)c1nc2ccc(C(=O)NCc3ccc(F)cc3)cc2o1
  A = -12% | B = 2%[59 µM] | C = 2% | D = 29% | E = -3%[60.1 µM] | F = 1% | G = -13% | H = nt | I = 1%

Cc1cc(C(=O)N/N=C/c2c(C)nn(-c3ccccc3)c2C)c(C)o1
  A = -14% | B = nt | C = -19% | D = 2% | E = -8% | F = 8% | G = -13% | H = -3% | I = -25%

COc1ccccc1-c1noc2ncnc(Nc3ccc4c(c3)OCO4)c12
  A = -22% | B = nt | C = 3% | D = 65%[activator] | E = -15% | F = 75% | G = -1% | H = -5% | I = -1%

C/C(=N/NC(=O)c1ccc(C)s1)c1ccncc1
  A = -21% | B = -20% | C = -13% | D = 23% | E = -1% | F = 22% | G = -16% | H = -3% | I = -1%

COc1ccc(C=C(c2nc3ccccc3s2)c2nc3ccccc3s2)cc1O
  A = ? | B = ? | C = ? | D = 29% | E = -17% | F = 4% | G = -12% | H = 3% | I = -18%

CC1(c2ccccn2)Nc2ccccc2-c2nc3ccccc3n21 (stereo unspecified)
  A = -11% | B = -2% | C = -1% | D = 17% | E = -2% | F = 1% | G = -13% | H = -9% | I = 1%

CCN(CC)S(=O)(=O)c1ccc(C(=O)NCC(=O)NC2CC2)cc1
  A = ? | B = 1% | C = 11% | D = -9% | E = 3% | F = nt | G = 0% | H = 13% | I = nt

Reformatted with each value named: part of the list above
O=C(/C(=C/c1cccnc1)n1ccnc1)c1ccc(Cl)cc1Cl
  JMJD2A Tudor = -17%
  G9a block = -32%
  BAZ2B inh = ?
  Pol iota inh = ?
  Pol kappa inh = 4%
  POLB inh = -2%
  POLH inh = -5%
  APE1 inh = 1%
  BLM inh = -3%

CC(C)c1nc2ccc(C(=O)NCc3ccc(F)cc3)cc2o1
  JMJD2A Tudor = -12%
  G9a block = 2%[59 µM]
  BAZ2B inh = 2%
  Pol iota inh = 29%
  Pol kappa inh = -3%[60.1 µM]
  POLB inh = 1%
  POLH inh = -13%
  APE1 inh = nt
  BLM inh = 1%

Entries listed so far printed as active in JMJD2A Tudor.
Keys – A = JMJD2A Tudor; B = G9a block; C = BAZ2B inh; D = Pol iota inh; E = Pol kappa inh; F = POLB inh; G = POLH inh; H = APE1 inh; I = BLM inh
O=C1NC(=S)S/C1=C\c1cc2ccccc2nc1N1CCCCC1
  A = 45µM* | B = -28% | C = -33% | D = -9% | E = -4% | F = ? | G = 40µM* | H = -3% | I = -4%

CC1=C(C#N)c2nc(N)c(C#N)c(C)c2/C1=C\c1ccc(-c2ccccc2C(=O)O)o1
  A = 35µM* | B = 7.9µM* | C = 13µM* | D = ? | E = 22µM* | F = 10µM* | G = 7.9µM* | H = 25µM* | I = -9%

The listing continues:
Keys – A = JMJD2A Tudor; B = G9a block; C = BAZ2B inh; D = Pol iota inh; E = Pol kappa inh; F = POLB inh; G = POLH inh; H = APE1 inh; I = BLM inh
Nc1nc(-c2ccc(Oc3ccccc3)cc2)c(CC(=O)O)s1
  A = -22% | B = 32µM* | C = -24% | D = -25% | E = 4% | F = 0% | G = -15% | H = -15% | I = -4%

COCC1CCCN(Cc2cn[nH]c2-c2cc3ccccc3o2)C1 (stereo unspecified)
  A = -20% | B = ? | C = -24% | D = 7% | E = -1% | F = 30% | G = -6% | H = 20% | I = -12%

COc1ccc(C(=O)Nc2ccc(NC(=O)C(C)C)nc2)cc1
  A = -13% | B = ? | C = -32% | D = 94%[activator] | E = -2% | F = 27% | G = -9% | H = 1% | I = -10%

Cc1cc(CN2CCC(n3nccc3NC(=O)c3ccccc3C)CC2)n[nH]1
  A = -10% | B = 82%[activator] | C = 1% | D = 32%[activator] | E = -10% | F = 6% | G = 3% | H = 14% | I = -4%

Cc1ccc2nc(/C(C#N)=C/c3ccccc3C(=O)O)[nH]c2c1
  A = -7% | B = -25% | C = 10% | D = 104%[activator] | E = -11% | F = 13% | G = -8% | H = 9% | I = -9%

COc1ccc(-n2c(Cc3cccn3C)nnc2SCC(=O)NCC2CCCO2)cc1 (stereo unspecified)
  A = -9% | B = ? | C = -12% | D = 41%[activator] | E = 18% | F = 6% | G = -10% | H = -1% | I = -6%

c1ccc(CNc2nc3ccccc3n3cnnc23)cc1
  A = ? | B = 7% | C = 3% | D = -12% | E = -6% | F = -1% | G = 7% | H = -2% | I = -3%

CC(=O)N(C)/C=C1\Sc2ccccc2C1=O
  A = 1% | B = 3% | C = -29% | D = -5% | E = -8% | F = 36% | G = -13% | H = 0% | I = -2%

COC(=O)c1ccc(Cn2cc(C(F)(F)F)cc([N+](=O)[O-])c2=O)cc1
  A = -2% | B = -2% | C = -16% | D = -1% | E = 3% | F = 32% | G = -7% | H = -4% | I = 0%

Cc1ccc2oc(=O)c(/C=C(\O)c3cccs3)nc2c1
  A = -2% | B = ? | C = -24% | D = 77%[activator] | E = -1% | F = 1% | G = -18% | H = -2% | I = -3%

COc1ccc2nc(N(Cc3cccnc3)C(=O)Cc3ccccc3)sc2c1
  A = -21% | B = ? | C = -18% | D = -4% | E = -15%[60.1 µM] | F = -4% | G = -12% | H = nt | I = -7%

CS/C(=N\S(=O)(=O)c1ccccc1)c1ccccc1
  A = -6% | B = ? | C = 0% | D = 7% | E = 1% | F = 12% | G = -1% | H = 16% | I = -8%

CC1CCc2c(sc3nnn(CC(=O)Nc4ccc(Cl)cc4)c(=O)c23)C1 (stereo unspecified)
  A = -16% | B = -4%[59 µM] | C = 1% | D = -20% | E = -15%[60.1 µM] | F = -1% | G = -11% | H = nt | I = -4%

N#CC1(NC(=O)CN2C(=O)c3ccccc3C2=O)CCCCC1
  A = 12% | B = 14%[59 µM] | C = 10% | D = 28% | E = 8% | F = nt | G = -17% | H = 4% | I = nt

Cc1cccc(NC(=O)C2CCN(S(=O)(=O)c3c(C)noc3/C=C/c3ccco3)CC2)c1C
  A = -34% | B = -3%[59 µM] | C = nt | D = ? | E = 0% | F = -7% | G = 3% | H = nt | I = -2%

O=C(NCCN1CCOCC1)c1ccc(CS(=O)(=O)Cc2ccccc2F)o1
  A = -10% | B = -32%[12.7 µM] | C = 0% | D = -26% | E = -14% | F = 42% | G = -13% | H = 16% | I = -3%
